JMJD2E inh – JMJD2E (human) inhibition | B2RXH2 | JMJD2E catalytic domain, FDH-coupled NADH fluorescence (FDH is formaldehyde dehydrogenase) | Potency, µM (series often up to 57.1 µM), for the others: at the highest dose activity change, negative = inhibition, actives largely listed as inhibitors | actives 1.6% (n = 230,000) | AID 2147; active means well fitted inhibition curve with a large enough effect, not every such curve was filed as active; inconclusive means small, poorly fitted or top-dose-only effect, or another doubt; inactive means no such curve, though single readings can be large or run the other way;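 further: 0% = wells with enzyme and -100% = buffer wells without enzyme; nearly all actives have a fitted effect of over 50% in size; many of its hits are not listed in these tables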
SMN2 splice enh – SMN2 splice variant enhancement. HEK293 SMN2-luciferase splicing reporter, luminescence, 30-36 h. Potency, µM (highest dose often 46.1 µM), for inactives: at the top dose activity change, positive = activation, most hits filed as activators. actives 2.8% (n = 210,000). AID 1458; further: % of control where 0% means no effect; nearly all actives have a fitted effect of over 55% in size
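HEK293 cells carry an SMN2 […]–luciferase reporter in which exon 7 inclusion puts luciferase in frame. Cells were plated 10-12 h before compound addition, then incubated 30-36 h at 37C. ONE-Glo luminescence was read; sodium butyrate at 4.5 mM final served as control.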
ALDH1A1 inh – inhibitors of human aldehyde dehydrogenase 1A1. actives 7.3% (n = 220,000). Potency, µM (highest dose often 75.3 µM), without a hit: at the highest dose activity, negative = inhibition, most hits filed as inhibitors. Purified ALDH1A1, NADH fluorescence, propionaldehyde substrate. P00352; active means well fitted inhibition curve with a large enough effect, not every such curve was filed as active; inconclusive means small, poorly fitted or top-dose-only effect, or another doubt; inactive means no such curve, though single readings can be large or run the other way;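 further: plate controls were no enzyme wells and a reference inhibitor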
LMNA splice mod – modulators of lamin A splicing; HeLa LMNA splicing GFP/RFP minigene ratio, 48 h; Potency, µM (top dose mostly 46.1 µM), without a hit: at the top dose ratio change, negative = inhibition, most hits filed as inhibitors; actives 0.01% (n = 200,000); active means well fitted inhibition curve with a large enough effect in the signal ratio, with a control signal flat, not every such curve was filed as active; inconclusive means small, poorly fitted or top-dose-only effect, or effect the other way, or a change in a side signal; the % refers to the signal ratio; further: on the % scale 0 is the no-effect control and ±100 the full control effect
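S3 HeLa cells stably expressing lamin A-EGFP splicing minigene plus DsRed2, 600 cells/well, 48 h compound exposure at 37C. Laser-scanning cytometry; analysed as GFP (500-530 nm)/RFP (575-640 nm) total intensity ratio; 0.5% DMSO vehicle.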
TRb SRC2 PPI – disrupts binding of human TR beta to SRC2; P10828; TRbeta-SRC2 peptide binding, fluorescence polarization; receptor liganded with 1 µM T3; Potency, µM (series often up to 106 µM), for the others: top-dose activity change, negative = inhibition, hits mostly inhibitors; actives 0.065% (n = 280,000);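 further: plate controls were bound peptide for no effect and peptide without receptor for full effect; nearly all actives have a fitted effect of over 50% in size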
Target sequence (P10828 whole entry, looked up): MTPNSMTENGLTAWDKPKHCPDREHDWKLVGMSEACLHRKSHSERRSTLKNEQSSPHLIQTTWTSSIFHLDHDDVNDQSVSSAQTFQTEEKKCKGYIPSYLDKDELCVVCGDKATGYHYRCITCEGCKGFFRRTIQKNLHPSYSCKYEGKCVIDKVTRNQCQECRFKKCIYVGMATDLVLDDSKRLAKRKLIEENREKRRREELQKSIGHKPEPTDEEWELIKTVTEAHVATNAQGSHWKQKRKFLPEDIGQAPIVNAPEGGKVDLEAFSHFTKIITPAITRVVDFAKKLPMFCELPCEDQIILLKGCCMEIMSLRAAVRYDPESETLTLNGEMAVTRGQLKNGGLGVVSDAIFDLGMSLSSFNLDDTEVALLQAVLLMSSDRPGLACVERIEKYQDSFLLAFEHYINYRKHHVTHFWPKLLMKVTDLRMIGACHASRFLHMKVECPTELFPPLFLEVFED
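TRb LBD 0.6 uM + Texas Red SRC2 peptide 20 nM, 1 uM T3, Tris buffer w/ 5% DMSO; compound pinned, 5 h RT; FP read ex 555/em 632; normalized to unbound and bound controls.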
TexasRed fluor – Texas Red fluorescence interference in TRb-SRC2 counter-screen; Potency, µM (doses to about 106 µM), without a hit: top-dose fluorescence change, negative = quenching; actives 0.29% (n = 280,000); TRb/SRC2 Texas Red total fluorescence interference; active means well fitted curve in either direction with a large enough effect; inconclusive means small, poorly fitted or top-dose-only effect; further: on the % scale 0 is the no-effect control and ±100 the full control effect
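Human TRβ ligand-binding domain (0.6 uM) and Texas Red SRC2 peptide (20 nM) in Tris buffer with 1 uM T3 and 5% DMSO were incubated with pinned compound for 5 hr at ambient temperature. Total fluorescence was computed as S + 2P (555/632 nm).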
GoLoco inh red – blocks human Gai1 binding to RGS12 GoLoco peptide, red readout; P63096; Gai1:RGS12 GoLoco peptide FP, rhodamine, 10 min; Potency, µM (top dose mostly 61.6 µM), for the others: at the highest dose activity, negative = inhibition, most hits filed as inhibitors; actives 0.44% (n = 230,000); active means well fitted inhibition curve with a large enough effect, not every such curve was filed as active; inactive means no such curve, though single readings can be large or run the other way; further: on the % scale 0 is the no-effect control and ±100 the full control effect; nearly all actives have a fitted effect of over 30% in size; many of its hits are not listed in these tables
Target sequence (P63096 whole entry, looked up): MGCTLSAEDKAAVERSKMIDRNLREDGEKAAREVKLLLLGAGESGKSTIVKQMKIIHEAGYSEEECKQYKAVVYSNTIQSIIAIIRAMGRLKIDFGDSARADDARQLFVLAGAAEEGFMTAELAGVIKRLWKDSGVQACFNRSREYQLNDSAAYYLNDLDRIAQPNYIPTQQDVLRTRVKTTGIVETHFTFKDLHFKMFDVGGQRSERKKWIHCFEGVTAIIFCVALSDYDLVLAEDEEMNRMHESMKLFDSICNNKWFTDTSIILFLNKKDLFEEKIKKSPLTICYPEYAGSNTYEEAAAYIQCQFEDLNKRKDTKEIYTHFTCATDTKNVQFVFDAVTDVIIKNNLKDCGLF
RECQ1 helicase – blocks DNA unwinding by human RECQ1 | Potency, µM (titrated, usually from 57.3 µM), for the others: top-dose activity, negative = inhibition, most hits filed as inhibitors | actives 0.54% (n = 240,000) | P46063 | RECQ1 DNA unwinding, red fluorescence kinetic read;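 further: plate controls were vehicle for no effect and no enzyme for full effect; nearly all actives have a fitted effect of over 30% in size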
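RECQ1T1 50 nM; forked duplex (20 bp + 30-nt ss tails) 200 nM, ATP 2 mM final; pH 8.0, 2 mM MgCl2, 2.5 ug/ml poly(dI-dC); 15 min compound preincubation; discontinuous kinetic read over 2 h at RT.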
* = called active by the depositor; i = inactive; u = inconclusive; x = not tested or not shown; [ ] = remark or other dose. Unless noted, the call rests on the fitted dose curve; in most records, active means well fitted curve in the direction sought with a large enough effect; inconclusive means small, poorly fitted or top-dose-only effect, or another doubt; inactive means no such curve, though single readings can be large; an effect the other way counts as inactive or inconclusive. Potency means the concentration at half of the fitted maximal effect. The list is partial; count on the stated rates, not on these rows.

SMILES	JMJD2E inh	SMN2 splice enh	ALDH1A1 inh	LMNA splice mod	TRb SRC2 PPI	TexasRed fluor	GoLoco inh red	RECQ1 helicase
COc1ccccc1COn1c(=O)c(-c2ccco2)[n+]([O-])c2ccccc21	u	-31%[inhibitor]	22µM*	1%[46 µM]	-10%	7%	-1%	i
CCOc1cccc(NCc2cc3c(C(C)(C)C)nn(-c4ccccc4)c3[nH]c2=O)c1	-17%	7%	-4%	u	-3%	4%	-8%	-5%
Cc1cccc2nc3c(nc12)-c1ccccc1C3=O	-19%	x	x	x	-1%	-5%	8%	-3%
COc1ccc(NC(=O)CC2C(=O)N(c3cccc(OC)c3)C(=O)N2CCC(C)C)cc1 (stereo not drawn)	-8%	-9%	-10%	2%	-2%	8%	10%	4%
O=C(c1ccccc1/S(=N/S(=O)(=O)c1ccccc1)N1CCOCC1)N1CCOCC1 (stereo not drawn)	11%	-50%	14%	1%	-4%	-3%	-4%	i
Cc1ccc(N=Cc2nc(-c3ccc(C)cc3)oc2O)cc1	-25%	x	0%	u	-7%	0%	0%	1%
Cc1cc(C(=O)Cn2nnc3ccccc3c2=O)c(C)n1-c1c(C)n(C)n(-c2ccccc2)c1=O	0%	6%	4%	3%	4%	-2%	2%	-4%
CC(C)CNC(=O)c1cccc(Cn2cc(Cl)cn2)c1	8%	-3%	12%	-1%	-1%	-4%	0%	-1%
CN(C)c1ncc2nc(-c3ccc(F)cc3)c(=O)n(CCc3ccccc3)c2n1	x	x	u	15%	x	x	-1%	-5%
O=C(O)CCN1C(=O)c2ccncc2C1=O	2%	2%	6%	2%	-3%	1%	-25%	10%
CCC(C)c1ccccc1NC(=O)COC(=O)c1ccc2c(c1)S(=O)(=O)c1ccccc1C2=O (stereo not drawn)	-3%	-8%	u	-8%	1%	-7%	0%	-9%
O=C(COC(=O)c1nc(Cl)ccc1Cl)Nc1ccc2c(c1)OCO2	1%	-2%	-11%	5%[46 µM]	5%	0%	13%	i
COc1ccc(NC(=O)C2C(=O)N(CCO)C3(C)CC2c2ccccc2O3)cc1 (stereo not drawn)	10%	5%	-6%	2%	3%	-3%	5%	-2%
CC(=O)NS(=O)(=O)c1ccc(NC(=O)CCc2ccccc2)cc1	3%	-2%	-9%	-9%	-6%	-5%	-11%	-7%
Cc1c(C(C)(C)C)c(C=S)n2ccccc12	1%	-10%	22µM*	20%	3%	3%	-15%	-13%
CCOc1cc(/C=N/Nc2nc3ccccc3[nH]2)cc(Br)c1OCC(=O)N(C)C	u	-82%[inhibitor]	u	u	-2%	-5%	2%	i
CN1c2ccccc2C(C)(C)C12C=Cc1cc(O)ccc1O2 (stereo not drawn)	-14%	-27%	3%	u	6%	10%	127%[activator]	-13%
Cc1ccc(NS(=O)(=O)c2ccc(NC(=O)[C@@H]3CCCC[C@@H]3C(=O)O)cc2)c(C)c1	8%	-10%	-3%	8%	-10%	-2%	13%	13%
CCCCCOc1ccccc1C(=O)NCC(=O)O	2%	-21%	12%	0%	-10%	1%	6%	3%
O=C(Nc1cccc([N+](=O)[O-])c1)c1ccncc1	5%	-10%	-11%	-4%	1%	-1%	14%	-7%
COc1ccccc1CNC(=O)C1CC(c2ccccc2C(F)(F)F)=NO1 (stereo not drawn)	5%	x	x	x	2%	1%	6%	-6%
C=CCc1ccc(OCCOCCOc2cccc3ccc(C)nc23)c(OC)c1	u	-14%	2%	-22%	-2%	-2%	4%	2%
COc1ccc(OCCN(C)Cc2ccccc2)cc1	-2%	0%	5%	-5%	-29%	0%	10%	i
O=C(Nc1cscc1S(=O)(=O)c1ccc(Cl)cc1)c1ccccc1Cl	-13%	x	x	x	3%	-1%	4%	-2%
O=C1c2ccccc2C(=O)c2c1ccc(C(=O)N1CCCCC1)c2NCCO	4%	-3%	0%	-15%	1%	1%	97%[activator]	-4%
CCCCN(CCCC)C(=O)CSc1nnc2n(C)c(=O)c3c4c(sc3n12)CCCC4	0%	-56%[inhibitor]	6%	-3%	-8%	-3%	-2%	0%
Cc1cc(C)cc(OCCNC(=O)C(C)N2C(=O)c3ccccc3C2=O)c1 (stereo not drawn)	-3%	-28%	-4%	x	0%	-1%	9%	2%
CCN(CC)S(=O)(=O)N1CCC(C(=O)NCc2ccco2)CC1	2%	x	u	x	3%	-2%	-3%	-10%
O=C(O)C1CSC(c2ccncc2)N1 (stereo not drawn)	-14%	-11%	u	-7%	4%	1%	-10%	1%
CCOC(=O)c1cnc(SCc2cccc(C)c2)nc1N	-1%	u	25µM*	u	2%	-1%	-9%	-5%
COc1ccc(-c2ccc(SCC(=O)c3ccccc3)nn2)cc1OC	-3%	-1%	25µM*	-14%[46 µM]	4%	-5%	14%	0%
COc1ccc(-c2cc(C(F)(F)F)nc(N3CCN(C)CC3)n2)cc1OC	-27%	-22%	-5%	-11%	5%	1%	2%	i
N=c1n(CCN2CCCCC2)c2ccccc2n1CC(O)c1cccc(Br)c1 (stereo not drawn)	-2%	-20%	-15%	u	-15%	0%	-2%	0%
COc1ccc(-c2[nH]ncc2CN2CCCC2c2nonc2C)c(F)c1 (stereo not drawn)	13%	x	u	15%[46 µM]	-1%	-3%	4%	-1%
CCC/C=C(\CCC)C(NC(=O)OCC(C)C)c1ccccc1 (stereo not drawn)	10%	3%	4%	x	0%	-2%	-5%	i
Cc1nn(C)c(C)c1S(=O)(=O)N(CC(=O)NCc1ccco1)c1ccc(C(C)C)cc1	1%	18%	-8%	-3%	5%	-6%	8%	-4%
Cc1noc(C)c1S(=O)(=O)Nc1ccc(C(=O)N2CCN(c3ccc(F)cc3)CC2)cc1	12%	x	20%	x	8%	4%	-7%	-5%
COC(=O)C1=C(C)N(CCc2c[nH]c3ccccc23)C(=O)/C1=C\N(C)C	-1%	9%	13µM*	16%[46 µM]	-3%	-2%	9%	i
Cc1cc(C(=O)OCC(=O)NC(=O)NC(C)(C)C)c(C)o1	3%	-8%	4%	5%	-1%	-1%	0%	-4%
COc1cc(/C=N/NC(=O)CC2(C)OCCCO2)ccc1OCc1ccc(Cl)cc1Cl	-17%	-5%[1.84 µM]	0%	-11%	13%	-2%	0%	-6%
Cc1cccc(OCC(=O)Nc2nnc(-c3ccco3)s2)c1	u	-4%	32µM*	-13%[46 µM]	8%	-1%	12%	i
Cc1cc(C(=O)OCC(=O)Nc2ccccc2F)c(C)o1	3%	-11%	0%	-1%[0.0737 µM]	-6%	-1%	-8%	-8%
CCOc1cccc(C2C(C#N)=C(N)Oc3cc(C)n(Cc4ccccn4)c(=O)c32)c1OCC (stereo not drawn)	5%	6%	2%	6%	2%	1%	9%	i
O=c1c2ccccc2nc(COc2ccccc2)n1/N=C/c1c[nH]c2ccccc12	-2%	0%	u	u	-15%	-1%	8%	-14%
CCOc1ccc2nc(SCC(=O)NCc3ccco3)sc2c1	-21%	0%	-3%	-14%	-18%	-1%	9%	-9%
CC(C)(C)NC(=O)CSC(=Nc1cccc(F)c1)NC#N	-28%	4%	5%	19%	-10%	-1%	11%	-3%
CCN1CCN(C(=O)c2ccc(C(F)(F)F)cc2)CC1	-2%	6%	12%	5%[46 µM]	-1%	-5%	-1%	i
COc1ccc(OCC(=O)OCCN2C(=O)c3ccccc3C2=O)cc1	-2%	0%	-28%	-2%	-2%	-5%	2%	-10%

Individual results from the results shown:
Value for COC(=O)C1=C(C)N(CCc2c[nH]c3ccccc23)C(=O)/C1=C\N(C)C under SMN2 splice enh: 9%
Value for COc1cc(/C=N/NC(=O)CC2(C)OCCCO2)ccc1OCc1ccc(Cl)cc1Cl under RECQ1 helicase: -6%

The listing continues:
SMILES	JMJD2E inh	SMN2 splice enh	ALDH1A1 inh	LMNA splice mod	TRb SRC2 PPI	TexasRed fluor	GoLoco inh red	RECQ1 helicase
CCC(C)(C)n1nnnc1C(CC(C)C)N1CCC(C(N)=O)CC1 (stereo not drawn)	7%	-10%	11%	16%	5%	-1%	8%	0%
c1ccc(-c2nc3ccccc3c3nncn23)cc1	-1%	21%	9%	-4%	6%	0%	0%	0%
COc1cc(/C=C2\C(=O)NN(c3ccccc3)C2=O)ccc1OCC(N)=O	-6%	6%	u	u	4%	-1%	-6%	2%
CCN1CCN(c2nc3sc4c(c3c3ncnn23)CC(C)CC4)CC1 (stereo not drawn)	-2%	4%	-13%	u	-8%	2%	-1%	i

In the list so far, these have a furan ring, fused or not:
SMILES	JMJD2E inh	SMN2 splice enh	ALDH1A1 inh	LMNA splice mod	TRb SRC2 PPI	TexasRed fluor	GoLoco inh red	RECQ1 helicase
COc1ccccc1COn1c(=O)c(-c2ccco2)[n+]([O-])c2ccccc21	u	-31%[inhibitor]	22µM*	1%[46 µM]	-10%	7%	-1%	i
CCN(CC)S(=O)(=O)N1CCC(C(=O)NCc2ccco2)CC1	2%	x	u	x	3%	-2%	-3%	-10%
Cc1nn(C)c(C)c1S(=O)(=O)N(CC(=O)NCc1ccco1)c1ccc(C(C)C)cc1	1%	18%	-8%	-3%	5%	-6%	8%	-4%
Cc1cc(C(=O)OCC(=O)NC(=O)NC(C)(C)C)c(C)o1	3%	-8%	4%	5%	-1%	-1%	0%	-4%
Cc1cccc(OCC(=O)Nc2nnc(-c3ccco3)s2)c1	u	-4%	32µM*	-13%[46 µM]	8%	-1%	12%	i
Cc1cc(C(=O)OCC(=O)Nc2ccccc2F)c(C)o1	3%	-11%	0%	-1%[0.0737 µM]	-6%	-1%	-8%	-8%
CCOc1ccc2nc(SCC(=O)NCc3ccco3)sc2c1	-21%	0%	-3%	-14%	-18%	-1%	9%	-9%
